# Bioassay records (PubChem)
# HCMV inh – inhibitors of human cytomegalovirus. HFF cells, HCMV-luciferase reporter, 72 h; hits give low values. activity change, negative = inhibition, % at 57.5 µM. hit rate 4.5% among 410,000; in the data active = activity change below about -60%; inconclusive = no clear call, values can overlap the other calls; inactive = above about -39%
#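 HFF cells seeded 16 h at 37C, treated with compounds, infected with luciferase-reporter HCMV at MOI 1 PFU/cell; luciferase read at 72 h post infection, normalized to buffer-only and Salinomycin controls.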
# AmpC no deterg – blocks E. coli AmpC beta-lactamase in detergent-free assay; P00811; AmpC nitrocefin hydrolysis, absorbance 480 nm, 0.0001% Triton; Potency, µM (highest dose often 57.1 µM), for inactives: at the highest dose activity change, negative = inhibition, actives largely listed as inhibitors; hit rate 0.52% among 330,000; AID 485341;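 also: potency is read from the fitted curve at half-maximal effect; plate controls were no compound for no effect and no enzyme for full effect; nearly all actives have a fitted effect of over 20% in size; some results filed as inactive show a strong effect at the top dose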
# Target sequence (P00811 whole entry, looked up): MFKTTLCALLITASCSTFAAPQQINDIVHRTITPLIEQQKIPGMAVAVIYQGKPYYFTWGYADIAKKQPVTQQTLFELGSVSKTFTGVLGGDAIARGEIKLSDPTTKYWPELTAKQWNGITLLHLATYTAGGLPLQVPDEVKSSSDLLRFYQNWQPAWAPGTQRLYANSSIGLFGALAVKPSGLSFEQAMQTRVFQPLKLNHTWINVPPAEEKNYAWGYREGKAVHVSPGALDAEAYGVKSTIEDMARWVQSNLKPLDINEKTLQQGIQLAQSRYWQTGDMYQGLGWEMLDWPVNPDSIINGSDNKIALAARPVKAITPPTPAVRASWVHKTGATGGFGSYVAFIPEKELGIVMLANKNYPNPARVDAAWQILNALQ
#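 AmpC (5.3 nM in the dispensed reagent) in 20 mM phosphate pH 7.0 with 0.01% (detergent screen) or 0.0001% Triton X-100 was preincubated with compounds for 15 min at room temperature. Nitrocefin was then added from an 800 uM solution, and hydrolysis was followed at 480 nm.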
# AmpC detergent – inhibitors of E. coli AmpC beta-lactamase with detergent; P00811; AmpC hydrolysis of nitrocefin, absorbance 480 nm, 0.01% Triton; Potency, µM (highest dose often 114 µM), without a hit: at the top dose activity change, negative = inhibition, most hits filed as inhibitors; hit rate 0.041% among 370,000; AID 485294;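 also: potency is read from the fitted curve at half-maximal effect; 0% = no-compound wells and -100% = no-enzyme wells; nearly all actives have a fitted effect of over 25% in size; some results filed as inactive show a strong effect at the top dose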
#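 AmpC (5.3 nM in the dispensed reagent) in 20 mM phosphate pH 7.0 with 0.01% (detergent screen) or 0.0001% Triton X-100 was preincubated with compounds for 15 min at room temperature. Nitrocefin was then added from an 800 uM solution, and hydrolysis was followed at 480 nm.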
# Giardia FBPA inh – Giardia lamblia aldolase inhibition; Potency, µM (series often up to 59.6 µM), without a hit: at the top dose activity, negative = inhibition, actives largely listed as inhibitors; AID 2451; hit rate 0.71% among 290,000; purified Giardia FBPA; also: potency is read from the fitted curve at half-maximal effect; nearly all actives have a fitted effect of over 55% in size
# Target sequence (A8B2U2 whole entry, looked up): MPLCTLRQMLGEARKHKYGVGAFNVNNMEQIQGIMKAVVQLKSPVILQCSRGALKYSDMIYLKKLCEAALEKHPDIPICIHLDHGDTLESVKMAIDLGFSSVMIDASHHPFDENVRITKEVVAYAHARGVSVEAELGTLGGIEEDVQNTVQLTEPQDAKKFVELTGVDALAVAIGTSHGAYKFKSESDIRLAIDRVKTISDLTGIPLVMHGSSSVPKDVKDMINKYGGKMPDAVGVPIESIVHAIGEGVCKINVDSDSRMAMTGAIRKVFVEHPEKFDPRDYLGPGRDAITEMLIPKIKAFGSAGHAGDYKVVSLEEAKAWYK
#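 40 nM FBPA preincubated 10 min at RT with compound (up to 57.5 uM final), then substrate plus GAPDH/TPI/NAD/arsenate coupling and diaphorase/resazurin added. Fluorescence read after 20 min at RT, 525/598 nm.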
# Sm TGR block – S. mansoni TGR enzyme inhibition. Q962Y6. purified TGR, DTNB reduction, TNB absorbance 405 nm. Potency, µM (series often up to 114 µM), for the others: at the highest dose activity change, negative = inhibition, usual class: inhibitors. hit rate 3% among 360,000. AID 485364; also: potency is read from the fitted curve at half-maximal effect; nearly all actives have a fitted effect of over 60% in size
#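 First, TGR (20 nM dispensed) and NADPH were mixed with compound. Second, a 15 min room-temperature incubation followed. Third, further NADPH and then DTNB were added to start the reaction. Finally, TNB absorbance was monitored kinetically.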
# AMA1 RON2 block – AMA1-RON2 (P. falciparum) interaction inhibition; AlphaScreen AMA1-biotinylated RON2 peptide binding; Potency, µM (titrated, usually from 58.2 µM), without a hit: at the highest dose activity change, negative = inhibition, usual class: inhibitors; hit rate 0.2% among 360,000; AID 720542;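 also: potency is read from the fitted curve at half-maximal effect; 0% = vehicle wells and -100% = peptide control; nearly all actives have a fitted effect of over 45% in size; some results filed as inactive show a strong effect at the top dose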
#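 AMA1 (3D7) with his tag at 25 nM final met compounds first, then biotinylated RON2 peptide at 25 nM; detection used donor plus acceptor beads, 10 µg/mL apiece, read by AlphaScreen after 30 min at room temperature.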
# Active calls of the source: *; ? = inconclusive; . = no result given; & = joins results of further samples; [ ] = dose if it differs, or a comment. Unless noted, calls follow the shape of the dose curve; as a rule, active = well fitted curve in the direction sought with a large enough effect; inconclusive = small, poorly fitted or top-dose-only effect, or another doubt; inactive = no such curve, though single readings can be large; an effect the other way counts as inactive or inconclusive. Unless noted, % is scaled to controls: 0 for no effect and ±100 for the full control effect.
# Letters – A = HCMV inh; B = AmpC no deterg; C = AmpC detergent; D = Giardia FBPA inh; E = Sm TGR block; F = AMA1 RON2 block
[1] COc1cccc(NC(=O)CN(C)CC(=O)Nc2ccc3c(c2)CCC3)c1
  A = ?; B = -0.7%[11.4 µM]; C = ?; D = -0.6%; E = -10.1%; F = 10.1%
[2] COc1ccc(Cl)cc1NC(=O)C1CCCN(c2ncnc3c2nc2n3CCCCC2)C1 (stereo not drawn)
  A = 10.5; B = 2.9%; C = 0.2%; D = -10.9%; E = -8.1%; F = 0.7%
[3] CCCS(=O)(=O)c1nc(S(=O)(=O)c2ccc(C)cc2)c(N2CCCC(C)C2)s1 (stereo not drawn)
  A = ?; B = 3.7%; C = -5.1%; D = .; E = 3.0%; F = -19.2%
[4] CC(=O)c1ccc(S(=O)(=O)NCc2nnnn2-c2ccccc2)cc1
  A = -4.1; B = -4.9%; C = -9.6%; D = 2.8%; E = -25.2%; F = -6.5%
[5] CC1CCN(S(=O)(=O)c2ccc3c(c2)N(CC(=O)NC(C)c2ccccc2)C(=O)CO3)CC1 (stereo not drawn)
  A = 8.2; B = .; C = 9.1%; D = .; E = 5.5%; F = .
[6] CC(C)C(C(=O)OCC(=O)c1ccc2c(c1)NC(=O)CO2)N1C(=O)c2ccccc2C1=O (stereo not drawn)
  A = 7.9; B = -13.6%; C = 3.5%; D = 1.7%; E = 9.0%; F = 24.0%
[7] Cn1nc(C(=O)NCc2ccc(F)cc2)cc1C(=O)NCc1ccc(F)cc1
  A = -23.9; B = -13.6%; C = 0.5%; D = .; E = 4.8%; F = 5.3%
[8] CCN(CC)c1ccc(NC(=O)c2c(C)noc2C)cc1
  A = -0.4; B = -15.3%; C = -1.5%; D = .; E = -1.9%; F = -5.1%
[9] COc1ccc(/C=c2\s/c(=C/C(=O)c3ccc(C)cc3)[nH]c2=O)cc1OC
  A = -32.9; B = -57.5%; C = ?; D = -4.2%; E = -1.0%; F = 30.7%[activator]
[10] COc1ccc(C(=O)CCC(=O)Nc2cc(C)ccc2C)cc1
  A = -29.8; B = .; C = 6.3%; D = .; E = 3.0%; F = .
[11] CC1CCc2c(sc(NC(=O)Cn3nc(C(F)(F)F)c4c3CCCCC4)c2C#N)C1 (stereo not drawn)
  A = -35.3; B = -37.0%; C = -1.6%; D = 9.4%; E = -1.7%; F = -4.5%
[12] COc1ccc(-c2cc(C)no2)cc1S(=O)(=O)NCC(C)c1ccccc1 (stereo not drawn)
  A = 6.6; B = 9.5%; C = 4.5%; D = .; E = 7.9%; F = 11.5%
[13] COc1ccc(-c2csc(/C(C#N)=C(\O)CSc3nccn3C)n2)cc1OC
  A = -4.8; B = -29.6%; C = -0.1%; D = ?; E = 7.0%; F = -10.8%
[14] Cc1cccc(N(C)S(=O)(=O)c2ccc3c(c2)NC(=O)CC(=O)N3)c1
  A = 27.5&-6.2; B = -21.0%; C = 8.8%&9.5%; D = 4.0%; E = 5.0%&-1.4%; F = 1.9%
[15] O=C(COC(=O)c1cc(Cl)ccc1[N+](=O)[O-])NCc1ccc(Cl)cc1Cl
  A = 19.8; B = -29.1%; C = -4.7%; D = 1.6%; E = -29.0%; F = -22.5%
[16] Cc1ccc2oc(C(=O)N(Cc3ccc(N(C)C)cc3)C3CCS(=O)(=O)C3)c(C)c2c1 (stereo not drawn)
  A = 3.6; B = 109.5%[activator]; C = -7.4%; D = .; E = -14.2%; F = 28.2µM*
[17] CC(NC(=S)Nc1cccc(F)c1)C(c1cccs1)N1CCOCC1 (stereo not drawn)
  A = -30.6; B = -8.3%; C = -2.7%; D = -0.1%; E = -9.6%; F = -7.4%
[18] Cc1cc(O)c(-c2n[nH]c3c2C(c2cccc(O)c2)N(Cc2cccnc2)C3=O)cc1Cl (stereo not drawn)
  A = 63.0; B = -39.2%; C = 8.8%; D = 1.7%; E = -1.2%; F = 15.6%
[19] CCc1ccc(OCC(=O)N(Cc2ccc(C(C)C)cc2)C2CCS(=O)(=O)C2)cc1 (stereo not drawn)
  A = 13.0; B = .; C = -9.0%; D = .; E = 2.3%; F = .
[20] N#CCCN(C(=O)CSc1n[nH]c(=O)[nH]c1=O)c1ccccc1
  A = -12.0; B = -14.7%; C = .; D = .; E = .; F = 1.3%
[21] COC(=O)c1sccc1NC(=O)C1CC2CCC1C2 (stereo not drawn)
  A = 46.9; B = -9.3%; C = -8.6%; D = 8.2%; E = 6.4%; F = 1.7%
[22] CNS(=O)(=O)c1cc(C(=O)NCc2ccco2)ccc1Cl
  A = -16.5; B = -20.7%; C = -7.5%; D = 2.4%; E = -4.9%; F = -2.3%
[23] Nc1c(C(=O)Nc2cccc(F)c2)c2ccccn2c1C(=O)c1ccccc1
  A = 12.5; B = .; C = 24.9%; D = .; E = 1.0%; F = .
[24] CCN(CC)S(=O)(=O)c1cccc(C(=O)NC2=NCCS2)c1
  A = 100.8; B = -8.5%; C = -7.2%; D = 4.4%; E = -13.6%; F = 4.6%
[25] CCN(CC)c1ccc(/C=N/N=C(c2ccccc2)c2ccccc2)c(O)c1
  A = 2.7; B = -44.1%; C = 0.9%; D = -10.6%; E = -10.0%; F = ?
[26] Cc1cc(C)n(-c2ncccc2[N+](=O)[O-])n1
  A = 8.0; B = 0.2%; C = 0.5%; D = 3.6%; E = 1.5%; F = -6.3%
[27] CCCCC(O)(CCN1CCOCC1)c1ccc(Cl)cc1 (stereo not drawn)
  A = -16.4; B = 111.4%[activator]; C = 0.9%; D = -4.7%; E = 35.5µM*; F = 2.1%
[28] COc1cccc(CNC(=O)COC(=O)c2cc(Br)c(Br)s2)c1
  A = -16.2; B = -20.8%; C = -11.0%; D = .; E = -6.8%; F = -6.0%
[29] O=[N+]([O-])c1ccccc1/C=C/CN1CCN(Cc2ccc3c(c2)OCO3)CC1
  A = 18.6; B = 19.0%; C = -16.0%; D = 11.2µM*; E = -17.1%; F = -20.0%
[30] CCOC(=O)CC(N)c1ccc2c(c1)OCO2 (stereo not drawn)
  A = -24.5; B = -2.4%; C = -2.8%; D = -1.7%; E = 2.6%; F = 6.3%
[31] Cc1ccc(NS(=O)(=O)c2ccc(-n3cccn3)cc2)cc1C
  A = -92.9*; B = -22.6%; C = -2.0%; D = .; E = -5.7%; F = -1.0%
[32] CCOc1ccc(C(=O)NCC(=O)Nc2ccc(N3CCOCC3)cc2)cc1OCC
  A = 21.1; B = 10.7%; C = 3.3%; D = 1.9%; E = 33.8%; F = -5.9%
[33] Fc1ccccc1NC(=S)NCCc1ccc(Cl)cc1
  A = 20.0; B = -28.4%; C = -2.9%; D = .; E = ?; F = 25.5%
[34] OCCNc1nc(-c2ccccc2)c2ccccc2n1
  A = 31.3; B = -4.0%; C = -0.1%; D = 2.0%; E = 2.4%; F = 14.7%
[35] O=C1c2cccc(OCC(=O)N3CCCc4ccccc43)c2CCN1Cc1ccc(F)cc1
  A = -39.9; B = 4.1%; C = -8.1%; D = -3.3%; E = -2.4%; F = 3.6%[2.32 µM]
[36] CCOc1ccc(N(C(C)=O)c2nc(C)cc(C)c2C#N)cc1
  A = 119.1; B = -5.5%; C = -0.8%; D = 6.2%; E = -11.2%; F = 9.8%
[37] C=CCNC(=O)CSc1n[nH]c(-c2cc(Cl)ccc2OC)n1
  A = -31.9; B = -11.0%; C = -12.8%; D = -9.9%; E = -9.6%; F = 14.2%
[38] COC(=O)CSc1n[nH]c(=S)s1
  A = -19.9; B = -36.2%; C = ?; D = ?; E = 0.0%; F = 9.7%
[39] CN(C)CCNC(C(=O)Nc1cc(Cl)cc(Cl)c1)c1ccccc1 (stereo not drawn)
  A = ?; B = 1.8%; C = 2.8%; D = 3.5%; E = 7.9%; F = 48.1%[activator]
[40] c1ccc(-c2nc(NCc3ccco3)c3oc4ccccc4c3n2)cc1
  A = -7.7; B = -40.7%; C = -4.2%; D = .; E = 2.6%; F = -23.4%
[41] O=C(O)/C=C/C(=O)NCc1csc2ccccc12
  A = 16.4; B = -9.2%; C = -11.6%; D = 19.6%; E = -23.0%; F = 1.4%
[42] COc1cc(C(=O)NCc2ccc3[nH]c(C)cc3c2)cc(OC)c1OC
  A = 26.0; B = -0.8%; C = -5.9%; D = -13.7%; E = ?; F = -3.8%
[43] CCOC(=O)c1cc(-c2ccc(OC)cc2)n(CCC(=O)NCc2ccc(OC)cc2)c1C
  A = 13.0; B = .; C = -1.3%; D = .; E = 2.1%; F = .
[44] Cc1ccccc1NC(=O)CSc1nc(-c2ccco2)nc2cc(=O)[nH]n12
  A = -11.3; B = .; C = -1.5%; D = .; E = 39.8µM*; F = .
[45] CC(C)[C@@H](CO)NS(=O)(=O)c1ccc(Br)cc1F
  A = 8.9; B = -7.8%; C = .; D = .; E = .; F = 11.0%
[46] O=C1CCC2c3ccc4ccccc4c3CCN12 (stereo not drawn)
  A = -2.2; B = -34.4%; C = ?; D = ?; E = ?; F = -5.9%
[47] COc1ccccc1-c1nnc(NC(=O)c2ccc3c(c2)OCO3)s1
  A = 25.3; B = -12.6%; C = 8.5%; D = 1.6%; E = 2.4%; F = -7.4%
[48] CC(=O)NCCn1c(SCC(=O)Nc2ccc(C)cc2)nc2ccccc2c1=O
  A = 5.9&5.5; B = -13.1%; C = ?; D = 0.4%; E = 2.9%&4.1%; F = -4.2%
[49] Cc1ccc(N(CC(=O)Nc2cccc(F)c2)S(=O)(=O)c2cccs2)cc1
  A = -4.3; B = .; C = -0.2%; D = .; E = 0.7%; F = .
[50] CCOc1ccc(OCC)c(Nc2nc3ccc(C(=O)c4ccccc4)cc3n3cnnc23)c1
  A = 0.0; B = .; C = 19.0%; D = .; E = -0.3%; F = .

# Other results.
# Letters – A = HCMV inh; B = AmpC no deterg; C = AmpC detergent; D = Giardia FBPA inh; E = Sm TGR block; F = AMA1 RON2 block
[51] CCOc1ccc(C(CC(=O)O)NC(=O)COc2ccccc2)cc1 (stereo not drawn)
  A = 36.3; B = -27.4%; C = -5.0%; D = 12.9%; E = -3.7%; F = -8.0%
[52] N#CCCN(C(=O)COC(=O)CSc1ccc(Cl)cc1)c1ccccc1
  A = 0.0; B = 15.2%; C = .; D = .; E = .; F = -7.7%
[53] N#CCC(=O)Nc1nc(-c2ccc3c(c2)OCCO3)cs1
  A = -8.2; B = -26.6%[2.29 µM]; C = ?; D = 1.0%; E = -1.4%; F = 17.6%
[54] COCCC(=O)N1CCC(Oc2ccc(C(=O)NC3Cc4ccccc4C3)cc2)CC1
  A = -4.9; B = 98.5%[activator]; C = 0.5%; D = .; E = -2.1%; F = -6.7%
[55] Cc1nc2ccc(Cl)cc2c(-c2ccccc2Cl)c1CC(=O)O
  A = 2.5; B = -11.2%; C = -2.0%; D = 10.2%; E = 4.8%; F = -11.7%
[56] CC(C)(C)NC(=O)CSCc1ccc(Br)cc1
  A = -9.9; B = -5.3%; C = 0.2%; D = 2.6%; E = 5.9%; F = 12.4%
